BCLXL inh: inhibitors of human Bcl-xL. Q07817. GST-Bcl-xL / FITC-Bim BH3 peptide fluorescence polarization. inhibition, % at 10.9 µM. 0.7% of 320,000 active;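 active = inhibition above the mean of all tested compounds plus 3 SD, cutoff set per campaign, cut at about 30% in these data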;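 note: 0% = DMSO wells and 100% = unlabeled Bim-BH3 peptide competitor; inhibitors lower millipolarization by displacing the labeled peptide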
Target sequence (Q07817 whole entry, looked up): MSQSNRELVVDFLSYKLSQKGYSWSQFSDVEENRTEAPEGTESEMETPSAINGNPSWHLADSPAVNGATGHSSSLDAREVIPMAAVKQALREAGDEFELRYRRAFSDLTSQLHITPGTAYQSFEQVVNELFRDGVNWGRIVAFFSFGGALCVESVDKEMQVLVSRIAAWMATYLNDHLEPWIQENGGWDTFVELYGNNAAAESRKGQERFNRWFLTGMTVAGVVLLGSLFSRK
EBNA-1 inhibitor: blocks EBNA-1 binding to DNA; 0.34% of 300,000 active; EBNA-1 DNA binding, fluorescence polarization; inhibition, % at 14.8 µM; AID 1950; in the data active = inhibition above about 28%
MEX-5 binding: C. elegans MEX-5 TCR-2 RNA binding activity; MEX-5/FITC-TCR2 RNA binding, fluorescence polarization; active compounds read low; 0.38% of 300,000 active; AID 1832; activity score (negative = inhibition of binding), % at 10 µM; Q9XUB2;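 active = inhibition past about -25% in most replicates, and total fluorescence under double the plate's negative control median, limit read from the data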;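 note: 0% = DMSO and -100% = 5 µM competing unlabeled TCR2 RNA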
Target sequence (Q9XUB2 whole entry, looked up): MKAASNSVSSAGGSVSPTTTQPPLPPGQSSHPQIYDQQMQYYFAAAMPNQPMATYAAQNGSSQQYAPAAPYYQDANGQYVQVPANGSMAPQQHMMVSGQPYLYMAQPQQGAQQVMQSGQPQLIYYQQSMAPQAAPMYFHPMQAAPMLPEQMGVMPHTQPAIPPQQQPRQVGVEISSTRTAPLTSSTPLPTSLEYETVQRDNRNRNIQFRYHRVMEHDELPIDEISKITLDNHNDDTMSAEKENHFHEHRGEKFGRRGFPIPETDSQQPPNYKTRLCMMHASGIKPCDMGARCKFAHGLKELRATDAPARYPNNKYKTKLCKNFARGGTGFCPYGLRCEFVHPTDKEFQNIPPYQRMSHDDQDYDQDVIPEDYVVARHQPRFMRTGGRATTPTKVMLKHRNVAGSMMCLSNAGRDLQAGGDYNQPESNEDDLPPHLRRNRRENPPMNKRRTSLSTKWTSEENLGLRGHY
MCL1 BIM primary: inhibitors of human MCL1 binding to BIM-BH3 peptide; 0.68% of 320,000 active; AID 2057; inhibition, % at 10.9 µM; GST-MCL1 / FITC-Bim-BH3 fluorescence polarization;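 active = inhibition above the mean inhibition of all tested compounds plus 3 SD, set per campaign, cut at about 40% in these data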;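 note: 0% = DMSO wells and 100% = unlabeled Bim-BH3 peptide control; higher means more loss of mP so more displacement of Bim peptide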
GLD-1 TGE inh: GLD-1-TGE RNA interaction inhibition (C. elegans). inhibition, % at 5.96 µM. Q17339. purified GLD-1 + fluorescein TGE RNA, fluorescence polarization. 0.44% of 320,000 active;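 active = percent inhibition above a per-plate cutoff, the plate mean of test compounds plus 3 SD, cut at about 30% in these data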;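 note: 0% = DMSO wells with GLD-1 and probe and 100% = wells lacking GLD-1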
Fam108B inh: counter-screen for RBBP9 inhibitors: inhibitors of mouse Fam108B; inhibition, % at 9.51 µM; recombinant Fam108B, FP-Rh probe fluorescence polarization; 0.33% of 300,000 active;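 active = inhibition above the screen mean inhibition plus 3 SD, computed separately per campaign, cut at about 18% in these data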;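 note: inhibitors lower polarization as less probe binds the enzyme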
Efflux pump mplx: inhibitors of Candida antifungal efflux pumps expressed in yeast | AID 485275 | S. cerevisiae Candida pump triplex, Nile Red efflux | inhibition, % at 10 µM | 0.44% of 330,000 active;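 active = plate passing quality check with inhibition over a set limit, or well fluorescence over plate mean plus 4 SD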;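 note: Nile Red retained in pooled yeast measured as flow cytometry median fluorescence; 0% = buffer negative control and 100% = Enniatin B positive control; higher means more Nile Red kept so more efflux inhibition; some compounds called inactive have numbers as strong as hits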
Yeast superoxide: lowers age-related superoxide in aged yeast cells; 0.18% of 330,000 active; superoxide response (% of plate mean), % at 10 µM; S. cerevisiae aged cells, superoxide DHE fluorescence; active compounds read low;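 active = superoxide response under a set limit, about three screen SD below normal, cut at about 65% in these data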;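 note: yeast aged for seven days with compound at 30 °C before DHE staining; 100% = average MFI of all compound-treated wells on the plate with controls excluded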
ZTA DNA inh: counter-screen for EBNA-1 inhibitors: inhibitors of Epstein-Barr virus ZTA; AID 2234; inhibition, % at 11 µM; 0.15% of 320,000 active; ZTA-DNA binding, fluorescence polarization; P03206; in the data active = inhibition above about 33%
Target sequence (P03206 whole entry, looked up): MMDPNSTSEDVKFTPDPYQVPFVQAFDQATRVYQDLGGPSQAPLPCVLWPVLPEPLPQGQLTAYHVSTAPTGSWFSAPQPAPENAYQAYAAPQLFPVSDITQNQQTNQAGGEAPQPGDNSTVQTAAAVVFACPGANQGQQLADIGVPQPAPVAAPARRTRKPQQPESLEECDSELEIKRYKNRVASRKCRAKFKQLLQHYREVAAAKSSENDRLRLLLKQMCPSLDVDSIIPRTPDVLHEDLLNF
* hit, by the source's call; . = no result given. Random draw from the library, and some 2.3% of all compounds hit somewhere here.

Molecule	BCLXL inh	EBNA-1 inhibitor	MEX-5 binding	MCL1 BIM primary	GLD-1 TGE inh	Fam108B inh	Efflux pump mplx	Yeast superoxide	ZTA DNA inh
CCOC(=O)c1ccc(Nc2c(CC)c(C)nc3ncnn23)cc1	-2	-10	-1.0	1	7	2	0.1	99	-9
Cc1cc(NC(=O)CSCc2nc(-c3cccc(F)c3)oc2C)no1	3	-1	-2.4	1	5	-1	0.0	99	0
CCN(CC)C(CNC(=O)CSc1nnnn1-c1cccc(F)c1)c1ccco1 (centres undefined)	3	.	.	12	4	.	-0.1	96	0
O=C(Nc1cccc(Cl)c1)c1ccc2c(c1)OCCO2	0	10	-0.5	-1	6	0	-0.3	88	-6
CCSc1ccccc1C(=O)NCc1ccc(OC)cc1	-2	9	1.0	-5	4	-2	-0.1	81	-6
CN(CC(=O)Nc1ccc(Cl)cc1)C1CCCCC1	3	-2	-0.5	6	-3	3	-0.1	114	-14
CCCS(=O)(=O)c1c(S(=O)(=O)CCC)c2cc(-c3ccncc3)ccn2c1C(=O)OC	2	9	0.5	2	9	-4	-0.1	102	8
O=C(N/N=C/c1cccnc1)C(=O)N1CCCCCC1	0	-1	-1.6	-1	2	-3	0.0	88	-8
C/C(N)=C(/C#N)C(=O)CSc1nc2cc(Cl)ccc2c(=O)n1-c1ccc(C)cc1	4	-12	0.9	-5	-7	-34	0.1	110	-4
COC(=O)c1cc(OC)c(OC)cc1NC(=S)N1CCN(c2ccccn2)CC1	6	3	1.3	9	-1	0	-0.4	93	4
Cc1cccc(C)c1NC(=O)C1CCCN1C(=O)Nc1cccc(F)c1 (centres undefined)	4	-9	-0.1	1	-3	2	-0.1	112	-16
CC(C)Oc1ccccc1C1(c2ccccc2)NC(=O)NC1=O (centres undefined)	-1	3	2.6	-4	-3	-5	-0.1	99	-2
O=c1[nH]ncc2c3ccccc3n(Cc3ccc(F)cc3)c12	-1	0	-1.0	3	2	-3	0.1	109	22
CCOc1ccc(-c2cn(S(=O)(=O)c3cccc4nsnc34)nc2N)cc1	6	4	0.2	5	-1	7	0.0	95	-2
CCOC(=O)CCN1C(=O)c2ccccc2Sc2ncccc21	7	-4	-1.0	5	-8	-3	-0.2	102	15
CCc1nn(CC(=O)NCc2cccnc2)c(=O)c2cc3occc3n12	2	-21	-5.1	5	1	-2	0.0	76	-9
CCOC(=O)[C@@H]1[C@H]2COc3ccc(Br)cc3[C@@H]2N2C(=O)N(c3cccc(F)c3)C(=O)[C@]12C	5	0	-0.2	10	5	-2	-0.1	103	-28
C=CCOc1ccc(CNn2c(C)n[nH]c2=S)cc1OC	-16	-5	2.2	-15	-3	1	0.0	94	16
O=C(NCC(=O)N1CCCCCCC1)c1ccccc1Br	6	2	-0.5	2	5	4	-0.1	95	11
Cn1c(SCC(=O)c2c(N)n(C)c(=O)n(C)c2=O)nnc1-c1ccccc1F	-8	-1	0.4	-9	7	1	-0.2	87	10

Taken from above.
O=C(N/N=C/c1cccnc1)C(=O)N1CCCCCC1 | ZTA DNA inh: -8
Cc1cc(NC(=O)CSCc2nc(-c3cccc(F)c3)oc2C)no1 | Yeast superoxide: 99

Next records
Molecule	BCLXL inh	EBNA-1 inhibitor	MEX-5 binding	MCL1 BIM primary	GLD-1 TGE inh	Fam108B inh	Efflux pump mplx	Yeast superoxide	ZTA DNA inh
COc1cc(OC)nc(Oc2cccc(Cl)c2C)n1	4	4	-0.1	-3	5	-5	-0.1	99	-9
Cc1ccc(-c2nnc3ccc(SCC(=O)Nc4cc(C)on4)nn23)cc1	2	5	0.5	9	0	-1	0.0	81	-1
CC1(C)NC(=O)N(CC(O)Cn2c3ccccc3c3ccccc32)C1=O (centres undefined)	2	7	-1.9	2	5	1	-0.1	108	6
CC12CCC(C(=O)NC3CCCCC3)([C@H](Br)C1=O)C2(C)C (some centres undefined)	-1	0	2.1	-1	-7	2	0.1	88	3
CC(C)CCNC(=O)CN(C(=O)CCC(=O)Nc1ccccn1)c1ccc(F)c(Cl)c1	2	-1	0.1	-3	-8	-1	-0.1	97	2
COc1ccc(/C=N/NC(=O)c2[nH]c(C)c(C(=O)N/N=C/c3ccc(OC)cc3)c2C)cc1	1	12	0.7	8	-3	13	-1.2	96	7
O=C(NCCCO)C(=O)NCC(c1ccc2c(c1)OCO2)N1CCN(c2ccc(F)cc2)CC1 (centres undefined)	7	-12	-0.1	-3	2	-2	0.1	108	-9
COc1ccccc1OCC(=O)Nc1ccc(S(=O)(=O)Nc2cc(C)nc(C)n2)cc1	2	4	1.4	2	-1	3	0.0	104	1
CCOc1ccc(CN2C(=O)c3ccccc3C2C(=O)NCC2CCCO2)cc1 (centres undefined)	-1	-6	-0.7	2	8	1	-0.1	89	-9
NC(=O)c1ccccc1NC(=O)c1ccc2ccccc2c1	2	18	1.9	4	3	-6	0.0	96	6
COc1ccccc1NC(=O)c1ccc(COc2ccccc2Br)o1	5	3	-0.2	-1	2	-7	0.1	109	17
COC(=O)NCCc1cc(OC)c(OC)cc1S(=O)(=O)N1CC(=O)Nc2ccccc21	6	-3	-0.2	-2	0	2	0.0	97	-16
COc1cc(C(=O)NC(C)CCn2cccn2)ccc1OC1CCN(C(C)=O)CC1 (centres undefined)	5	-3	1.6	0	4	5	0.0	100	0
COc1ccc(OC)c(-c2csc(NC(=O)COC(=O)C3(C)CC3(Cl)Cl)n2)c1 (centres undefined)	-5	.	.	-7	2	.	0.0	99	1
COC(=O)c1c(N2C(=O)[C@H]3[C@@H](C2=O)[C@]2(C(=O)Nc4c2ccc(C)c4C)N2CCC[C@@H]32)sc(C)c1C	-4	-7	0.5	-21	-20	-2	0.6	105	1
Cc1ccc(CNC(=O)c2cncc(Br)c2)cc1	0	-8	-3.6	3	1	0	-0.1	98	20
CC(C)C(=O)Nc1nnc(-c2ccccc2)o1	-2	-3	-1.0	0	-6	0	-0.1	110	-4
CCCNS(=O)(=O)c1ccc(OCC(=O)N2CCCC2)cc1	9	11	1.4	1	-1	-2	0.0	98	2
CS(=O)(=O)N(CC(=O)N1CCc2ccccc2C1)c1ccc(Br)cc1	7	4	3.8	7	1	1	0.0	80	2
O=C(Nc1cccnc1Cl)c1cc(-c2ccc(F)cc2)on1	5	-4	1.7	5	2	-7	-0.1	97	-8
O=c1c(NCCc2ccccc2)c(-c2ccccc2)c1=O	2	10	5.0	-3	0	-6	0.0	120	4
COc1ccc([C@H]2CC(=O)C=C(c3cc(OC)ccc3OC)C2)cc1	3	.	.	7	0	.	-0.2	98	-1
Cc1occc1-c1nnc(SCC(=O)NCc2cccs2)n1-c1ccc(F)cc1	-18	-5	0.0	-20	-15	-6	0.3	99	-16
Cc1noc(C)c1C(=O)Nc1ccc(S(=O)(=O)N2CCCCC2)cc1	5	-2	2.0	2	1	0	.	.	-15
Cc1ccc2nc(C3CCCN(C(=S)Nc4ccccc4C)C3)[nH]c2c1 (centres undefined)	2	0	1.9	13	6	3	0.5	107	11
CSC(=NC#N)N1CCN(c2ccc(Cl)cc2)CC1	1	2	-0.3	1	4	-5	0.0	104	4
CC(C)c1ccc(NC(=S)NNc2ccc(Cl)c(C(=O)O)c2)cc1	115*	3	-1.7	21	11	1	-0.1	120	3
CC(C)(C)NC(=O)COC(=O)c1ccc2c(c1)C(=O)N(Cc1ccco1)C2=O	5	12	0.0	-10	1	0	0.1	113	23
CN(C(=O)COc1ccc(Cl)cc1Br)C1CCCCC1	4	4	0.1	5	5	0	-0.2	93	1
OCCNc1nc(N2CCCC2)nc(N2CCCC2)n1	5	12	1.3	6	-20	-2	0.0	101	-3
CC(C)=CCN1CCN(Cc2ccc3nsnc3c2)CC1CCO (centres undefined)	6	-5	-2.4	6	-5	-2	-0.2	91	4
c1ccc(-n2ncc3c(N4CCN(c5ccccn5)CC4)nc(N4CCCCCC4)nc32)cc1	-3	6	0.3	6	-4	0	0.1	91	40*
O=C(O)C1(c2ccccc2)CCN(S(=O)(=O)c2ccccc2)CC1	3	-5	-1.7	-2	-5	-4	0.2	117	-4
CCOc1ccc(NC(=O)CN(C)C(=O)c2ccc(N3CCCCCC3)c([N+](=O)[O-])c2)cc1OCC	6	-2	0.4	-2	3	3	-0.1	96	-16
O=C(C1CCCO1)N1CCN(C(=S)Nc2ccccc2)CC1 (centres undefined)	2	13	0.3	4	5	-2	0.0	83	16
COc1ccc(C(CNC(=O)c2cccc(S(=O)(=O)N(C)c3ccccc3)c2)N2CCCC2)cc1 (centres undefined)	-3	.	.	-8	-15	.	0.5	93	-6
CC(=O)N(C)c1ccc(C(O)(C(F)(F)F)C(F)(F)F)cc1	3	-2	-1.9	1	2	2	0.1	79	-11
COc1ccccc1N1N=C(c2cccs2)CC1c1ccccc1 (centres undefined)	-2	-6	-0.8	-6	0	7	-0.2	94	-21
Cc1nc2ccc(NC(=O)c3cc(S(=O)(=O)N(C)c4ccccc4)ccc3Cl)cc2s1	-14	25	0.9	-45	-10	-21	0.6	93	18
CCn1c(SCC(=O)N2CCOCC2)nnc1-c1ccco1	7	11	2.4	4	-4	-3	0.0	96	13
CCC(=O)N1CCN(c2nc(-c3ccc(Cl)cc3)cs2)CC1	3	9	1.3	-10	-6	1	0.0	91	1
CCCOc1ccc(CNC(=O)C2CCN(C(=O)N3CCOc4ccccc43)CC2)cc1	5	-4	2.8	1	2	-3	0.2	99	10
COc1cccc(NC2=NCC(=O)N2Cc2cccs2)c1	2	4	-3.1	1	-10	3	-0.2	112	4
CCOc1ccc2nc(NC(=O)C3CCCN(S(=O)(=O)c4cccc5nonc45)C3)sc2c1 (centres undefined)	-2	-1	2.6	-3	5	-3	0.1	124	12
CCOc1ccccc1NC(=O)N1CCCC1C(=O)Nc1nnc(CC)s1 (centres undefined)	2	4	1.9	-1	2	0	0.3	89	1
C=CCn1c(-c2cccc(OC)c2)nc2nc3ccccc3nc21	3	2	-0.1	-1	7	-1	0.3	108	15
COc1ccc(N(C(C)C(=O)NCc2ccco2)S(C)(=O)=O)cc1 (centres undefined)	9	4	1.9	9	-3	-3	0.0	107	0
CC(C)NC(=O)CC1C(=O)N(Cc2ccccc2)C(C)c2nc3ccccc3n21 (centres undefined)	7	-5	0.5	3	6	3	-0.5	98	-24
Cc1ccc(NC(=O)CCC(=O)NNC(=S)Nc2ccc(F)cc2F)cc1C	-1	-14	-0.8	-3	7	-5	0.2	95	-4
COc1ccc(Cn2c(/C=C/c3ccccc3)nc3ccccc32)cc1	4	2	-1.1	3	-1	-3	0.0	96	-8
COc1ccc(/C=N/NC(=O)CC(=O)N/N=C/c2ccc(OC)cc2)cc1	5	8	-1.2	4	3	3	-0.1	81	14
CCn1nc(NC(=O)c2ccccn2)c2cc3cccc(C)c3nc21	-6	0	1.6	-15	6	-2	-0.1	86	-11
CCn1c(SCC(=O)NC2CCCCC2)nc2c(c1=O)SC(C)C2 (centres undefined)	5	-6	.	2	10	3	0.0	114	1
Cc1ccc(CNC(=O)CSc2nc(C)cc(C)c2C#N)cc1	7	-2	1.2	4	8	1	-0.2	104	-9
N#CCCn1c2ccccc2c2nc3ccccc3nc21	6	17	-3.4	4	7	-1	-0.2	95	3
